Screening results (PubChem)
S2 tox – cell viability loss in ATXN counter-screen | S2 cells (HEK-293 line with an ATXN2-luciferase reporter) viability, CellTiter-Fluor protease fluorescence, 24 h | Potency, µM (highest dose often 56.7 µM), usual class: cytotoxic | 400,000 compounds, 0.49% hits | AID 651635; note: potency is the fitted concentration of half-maximal effect; nearly all actives have a fitted effect of over 40% in size
EPAC2 agonist – activates human EPAC2 exchange factor; Potency, µM (titrated, usually from 154 µM), inactives show at the top dose activation, usual class: activators; EPAC2 activation, biochemical qHTS; response scale: 100% = 6.5 mM cAMP response; AID 720711; 360,000 compounds, 0.079% hits; Q8WZA2; note: potency is the fitted concentration of half-maximal effect; nearly all actives have a fitted effect of over 50% in size
Target sequence (Q8WZA2 whole entry, looked up): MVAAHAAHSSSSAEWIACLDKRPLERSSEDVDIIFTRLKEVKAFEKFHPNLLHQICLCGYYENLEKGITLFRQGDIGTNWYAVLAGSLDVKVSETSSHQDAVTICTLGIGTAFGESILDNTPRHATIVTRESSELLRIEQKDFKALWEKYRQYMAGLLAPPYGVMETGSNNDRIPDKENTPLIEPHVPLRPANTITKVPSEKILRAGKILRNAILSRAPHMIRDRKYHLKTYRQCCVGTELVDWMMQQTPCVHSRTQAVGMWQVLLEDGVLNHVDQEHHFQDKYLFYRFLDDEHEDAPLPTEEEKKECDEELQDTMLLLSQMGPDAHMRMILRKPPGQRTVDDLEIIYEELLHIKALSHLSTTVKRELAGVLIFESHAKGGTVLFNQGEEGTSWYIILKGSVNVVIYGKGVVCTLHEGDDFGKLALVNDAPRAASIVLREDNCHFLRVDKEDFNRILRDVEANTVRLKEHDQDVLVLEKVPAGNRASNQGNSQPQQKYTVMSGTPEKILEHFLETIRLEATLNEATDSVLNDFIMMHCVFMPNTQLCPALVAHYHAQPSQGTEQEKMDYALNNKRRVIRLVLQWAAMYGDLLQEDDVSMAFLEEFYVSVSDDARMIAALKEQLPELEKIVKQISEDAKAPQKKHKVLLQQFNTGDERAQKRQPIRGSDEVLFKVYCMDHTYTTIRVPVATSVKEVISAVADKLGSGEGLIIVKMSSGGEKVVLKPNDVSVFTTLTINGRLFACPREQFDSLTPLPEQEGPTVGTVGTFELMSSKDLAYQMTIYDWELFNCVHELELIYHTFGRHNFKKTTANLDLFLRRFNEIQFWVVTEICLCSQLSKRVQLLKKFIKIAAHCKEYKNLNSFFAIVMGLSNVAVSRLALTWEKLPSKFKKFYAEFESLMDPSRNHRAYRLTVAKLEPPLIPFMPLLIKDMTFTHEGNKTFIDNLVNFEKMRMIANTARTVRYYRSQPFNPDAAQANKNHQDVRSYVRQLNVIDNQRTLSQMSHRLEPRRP
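Guanine nucleotide exchange by EPAC2 is measured as reduced fluorescence of BODIPY-GDP once it is released from 250 nM Rap1B. Plates are read kinetically for 30 min at room temperature; results are scaled to 6.5 mM cAMP.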
A549 tox – counter-screen for Nrf2 inhibitors: cytotoxicity in A549 cells; A549 ARE-Fluc cells, CellTiter-Fluor viability, 18-24 h; Potency, µM (top dose mostly 46 µM), for inactives: at the top dose activity change, negative = cytotoxicity, usual class: inhibitors; 390,000 compounds, 0.16% hits; note: potency is the fitted concentration of half-maximal effect; % is set by controls: 0 for no effect and ±100 for the full control effect
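Cytotoxicity counterscreen: CellTiter-Fluor fluorescence was measured in A549 ARE_Fluc cells after 18-24 h of compound exposure in a concentration series. The subsequent BugLite luminescent read reports ARE-luciferase activity.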
IL2 activator – activators of IL-2. 360,000 compounds, 0.065% hits. IL-2 activation reporter assay, cell-based qHTS; stimulated with anti-CD3/CD4/CD28 beads; in transgenic mouse T cells. AID 652025. activation, % (series mostly up to about 46 µM); in the data active = activation above about 50%; inconclusive = mostly about 30% to 49%; note: 0% is about no effect
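Screening format: compound pinned onto unstimulated transgenic mouse T cells, 60 min incubation, then anti-CD3/anti-CD4/anti-CD28 bead stimulation for 18 hours at 37 degrees C, followed by EGFP and DsRed detection.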
Nrf2 ARE act – activators of Nrf2 (ARE) signaling; AREc32 ARE-luciferase reporter (MCF7-derived line), luminescence, 24 h; Potency, µM (titrated, usually from 46.1 µM), for the others: at the highest dose activation, most hits filed as activators; 410,000 compounds, 0.31% hits; note: potency is the fitted concentration of half-maximal effect; % of control where 0% means no effect; nearly all actives have a fitted effect of over 65% in size
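AREc32 cells carrying an ARE-driven firefly luciferase reporter were seeded at 1000 cells/well in OPTI-MEM with 5% FBS, then exposed to compound for 24 hr at 37 deg C. Luminescence was read with Steady-Glo after 30 min at RT.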
Nrf2 inh – Nrf2 pathway inhibition; A549 ARE-Fluc reporter, luciferase luminescence, 18-24 h; Potency, µM (series often up to 46 µM), for inactives: at the top dose activity change, negative = inhibition, hits mostly inhibitors; 360,000 compounds, 2.1% hits; AID 504444; note: potency is the fitted concentration of half-maximal effect; % is set by controls: 0 for no effect and ±100 for the full control effect; nearly all actives have a fitted effect of over 60% in size
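Two sequential reads on A549 ARE_Fluc cells exposed to compound for 18-24 h: a CellTiter-Fluor fluorescence read for viability, then a luciferase luminescence read for Nrf2/ARE activity.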
HepG2 tox – counter-screen for TGF-b inhibitors: cytotoxicity in HepG2 cells. AID 588856. Potency, µM (titrated, usually from 46.1 µM), for the others: at the highest dose activity change, negative = cytotoxicity, most hits filed as cytotoxic. HepG2 CAGA-GFP viability, ATP luminescence, 18 h. 410,000 compounds, 0.76% hits; note: potency is the fitted concentration of half-maximal effect; some results filed as inactive show a strong effect at the top dose
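CellTiter-Glo luminescence gave cytotoxicity after 18 hours at 37 degrees C. The cells were HepG2 CAGA-GFP in 1% FBS DMEM, stimulated with 500 pg/mL TGF-beta after compound addition. %Activity was normalised to no-cell wells (complete cell-killing) and DMSO (no toxicity), and curves were fitted and classified.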
TGFb inhibitor – TGF-b pathway inhibition; HepG2 CAGA-GFP TGF-b/SMAD3 reporter, GFP fluorescence, 18 h; TGF-beta stimulated, 500 pg/mL final; Potency, µM (highest dose often 46.1 µM), for the others: at the highest dose activity, negative = inhibition, most hits filed as inhibitors; 410,000 compounds, 1.2% hits; AID 588855; note: potency is the fitted concentration of half-maximal effect; % is set by controls: 0 for no effect and ±100 for the full control effect; nearly all actives have a fitted effect of over 65% in size
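Inhibition was scored as loss of TGF-beta-induced (500 pg/mL final, 18 hours, 37 degrees C) GFP in HEPG2 cells carrying a CAGA-GFP reporter, in DMEM with 1% FBS. Well GFP was summed per cell; Activity was normalised to unstimulated and stimulated DMSO wells, then concentration-response fitting.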
ATXN2 expr inh – reduces ATXN2 reporter expression in HEK-293 cells | AID 1745845 | 360,000 compounds, 0.72% hits | Potency, µM (series often up to 57 µM), inactives show top-dose activity change, negative = inhibition, most hits filed as inhibitors | HEK-293 ATXN2-luciferase reporter, luminescence, 24 h; note: potency is the fitted concentration of half-maximal effect; % is set by controls: 0 for no effect and ±100 for the full control effect; nearly all actives have a fitted effect of over 55% in size
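ATXN2-luciferase reporter cells (luciferase flanked by upstream and downstream ATXN2 gene portions) were treated 24 h at 37 °C with compounds at up to 57 uM. SteadyGlo luminescence gave expression; GF-AFC fluorescence gave viability.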
Numbers without * were called inactive; i = inactive; ? = inconclusive; / = no result given; [ ] = another dose, or the depositor's remark. Unless noted, calls come from the whole dose curve; as a rule, active = well fitted curve in the direction sought with a large enough effect; inconclusive = small, poorly fitted or top-dose-only effect, or another doubt; inactive = no such curve, though single readings can be large; an effect the other way counts as inactive or inconclusive. The order is random. About 4.3% of those tested had a hit in this group.

SMILES	S2 tox	EPAC2 agonist	A549 tox	IL2 activator	Nrf2 ARE act	Nrf2 inh	HepG2 tox	TGFb inhibitor	ATXN2 expr inh
CCC1=C(OC(=O)N(CC)CC)N2C(=O)OC(=NCCc3c[nH]c4ccccc34)[C@]2(C)[C@H]2C1=CC[C@H]1C(=O)NC(=O)[C@H]12	i	5%	0%	1.2	0.5%	1%	2%	0%	5%
CC(=O)c1cc2c(=O)c3ccccc3oc2nc1C	?	10%	-5%	1.5	7.9%	?	-11%	-17%	13%
Cc1ccc(Nc2nc(/N=C/N(C)C)n[nH]2)cc1C	i	15%	-2%	3.6	0.5%	12%	10%	-1%	113%[activator]
CCOc1ccc(N2CC(C(=O)Nc3cccc(S(=O)(=O)N4CCOCC4)c3)CC2=O)cc1 (centres undefined)	i	8%	/	-1.7	3.2%	/	-9%	-4%	/
O=C(Cc1cccs1)NCCS(=O)(=O)N1CCN(c2cccc(Cl)c2)CC1	i	13%	-28%	0.1	0.6%	?	4%	?	-14%
CCc1ccc(C2C(C#N)=C(N)C(C#N)(C#N)C3=CCC(C(C)(C)C)CC32)cc1 (centres undefined)	i	-24%	?	0.5	26%	?	-109%	?	-18%
CC(=O)Nc1ccc(NS(=O)(=O)c2ccc3c(c2)oc(=O)n3C)cc1	i	5%	-15%	0.4	0.0%	-15%	-15%	-1%	3%
CC1(C(=O)NS(=O)(=O)c2ccc(Cl)s2)CCN1C(=O)Cc1ccc(-c2ccccc2)cc1 (centres undefined)	i	9%	/	-0.1	0.5%	/	-14%	25%	-9%
C=CCSC1=C(C#N)C(c2ccccc2)CC(=O)N1 (centres undefined)	i	-13%	-2%	-1.4	1.9%	8%	2%	0%	-6%
O=C(CCc1ccc(S(=O)(=O)N2CCOCC2)cc1)Nc1ccc2ccccc2c1	i	-6%	-3%	-0.4	2.7%	?	-7%	-5%	?
COn1c(-c2ccc(Cl)cc2)nc2ncccc21	i	2%	0%	1.7	9.3%	?	4%	-16%	/
Cc1c(/C(O)=C2\C(=O)C(=O)N(CCCN(C)C)C2c2ccccc2)cnn1-c1ccccc1 (centres undefined)	i	10%	1%	0.5	2.0%	-6%	-2%	4%	16%
CCn1c(COc2ccc(=O)n(-c3ccccc3)n2)nnc1SCC(=O)OC	i	2%	-1%	-3.0	0.3%	-1%	1%	12%	16%
CS(=O)(=O)N(CC(=O)Nc1ccccc1Cl)c1ccc(Cl)cc1	i	8%	2%	0.7	2.3%	1%	5%	-5%	31%
Cc1snc(SCc2c(F)cccc2Cl)c1C#N	i	17%	0%	-0.6	0.0%	5%	-14%	0%	0%
CN(C)S(=O)(=O)c1ccc(S(=O)(=O)N2CCCC2)cc1	i	4%	-2%	-3.0	-0.3%	-5%	-1%	10%	-3%
CC(C(=O)Nc1nccs1)c1ccc([N+](=O)[O-])cc1 (centres undefined)	i	3%	?	-1.7	1.1%	3%	-18%	?	/
Cc1c(C(=O)O)cnc2cc(-c3ccc(Cl)cc3)nn12	i	3%	-5%	-2.5	0.7%	18%	-4%	15%	25%
COC(=O)c1cc(S(=O)(=O)N2CCN(c3ccc(OC)cc3)CC2)cn1C	i	-7%	4%	0.2	-0.5%	-18%	-9%	-5%	-12%
COc1ccc(CN2C(=O)c3cccnc3C2Nc2ccc(C)cc2)cc1 (centres undefined)	i	4%	-12%	0.0	-0.5%	-7%	-4%	2%	5%
CC(C)C(=O)Nc1ccc(Br)cc1Cl	i	2%	3%	-3.4	0.1%	-8%	-5%	2%	-2%
Cc1ccc(C(=O)NNC(=O)c2ccc(SCC3CCCO3)c([N+](=O)[O-])c2)cc1 (centres undefined)	i	2%	11%	1.8	-0.3%	?	-3%	-22%	2%
CCOC(=O)c1cnc2ccc(C(=O)OC)cc2c1Nc1ccc(OCc2ccccc2Cl)cc1	i	/	-1%	/	-0.2%	-6%	-12%	-17%	3%
CSc1nnc(-c2ccco2)n1-c1ccccc1	i	-5%	10%	-0.5	2.1%	?	-7%	0%	0%
COc1ccc(C(=O)Nc2ccc(C(=O)OCC(=O)c3ccccc3)cc2)cc1	i	4%	-14%	0.4	3.2%	-25%	-2%	-3%	-11%
(more compounds)
SMILES	S2 tox	EPAC2 agonist	A549 tox	IL2 activator	Nrf2 ARE act	Nrf2 inh	HepG2 tox	TGFb inhibitor	ATXN2 expr inh
Cn1nc(-c2ccc(OCC(=O)Nc3ccc(Cl)cc3)cc2)c2ccccc2c1=O	/	/	?	/	3.6%	?	-26%	?	/
O=C(COC(=O)c1cccnc1Cl)NC(=O)c1ccc(OC(F)F)cc1	i	-2%	-2%	1.0	0.6%	3%	-2%	-9%	2%
CC(C)N1CCN(Cc2coc3ccccc3c2=O)CC1CCO (centres undefined)	i	-3%	6%	-0.5	-1.0%	16%	2%	-7%	?
Cc1cccc(NC(=O)c2ccc([N+](=O)[O-])o2)c1C	i	1%	0%	0.1	?	-5%	-40%	?	-2%
COc1cccc(C(C)(O)c2nc(-c3cccc(F)c3)cs2)c1 (centres undefined)	i	6%	/	-0.7	-0.1%	/	-18%	-23%	-19%
CCN(CC)CCn1c(N)cc(=O)[nH]c1=O	i	13%	12%	-0.1	0.3%	-3%	-6%	-1%	7%
Nc1cc(C(=O)OCC(=O)NC(c2ccccc2)c2ccccc2)ccc1Cl	i	4%	-7%	-0.2	-1.0%	7%	2%	0%	4%
COc1c(Cl)cc(C(=O)N(Cc2ccccc2F)C2CCS(=O)(=O)C2)cc1Cl (centres undefined)	/	/	6%	/	-1.2%	20%	-15%	-29%	/
Cc1ccc(N2CC(C(=O)NC3CC3)CC2=O)cc1 (centres undefined)	i	8%	-12%	3.4	-0.5%	-14%	15%	-10%	9%
CN(C)c1ncnc2[nH]ncc12	i	-5%	4%	-0.4	-0.8%	4%	6%	0%	-14%
Cc1cc(C(=O)N2CCN(c3ncccn3)CC2)nn1C	i	-1%	-10%	0.6	0.1%	?	1%	-10%	-8%
S=c1[nH]c2ccccc2n1CCOc1ccccc1	i	20%	-5%	1.0	6.7%	4%	-24%	?	11%
Cc1ccc(CSCC(=O)N/N=C/c2ccc(OCC(=O)Nc3ccc(C)cc3)cc2)cc1	i	-4%	-18%	-5.7	0.2%	?	-69%	?	-28%
CCCC(CCC(=O)Nc1cc([N+](=O)[O-])ccc1O)C(=O)O (centres undefined)	?	0%	?	-0.8	-0.6%	-5%	-2%	-12%	17%
Cn1nc(C(=O)NNC(=O)CCc2ccccc2Cl)c2ccccc2c1=O	i	3%	-1%	1.2	0.0%	12%	-17%	10%	7%
COc1cc(CNc2ccccc2Oc2cc(=O)n(C)c(=O)n2C)cc(OC)c1OC	i	-10%	-4%	0.1	2.9%	-6%	6%	12%	14%
CCCNS(=O)(=O)c1ccc2c(c1)CCCN2C(C)=O	i	-3%	-17%	-1.9	0.2%	?	-3%	13%	-2%
O=C(/C=C/c1ccco1)Nc1ccccc1N1CCCC1	i	8%	-14%	-1.4	?	-1%	-27%	-10%	/
CC(C)Sc1nc2c(c(=O)n(C)c(=O)n2C)n1Cc1ccc(Cl)cc1	i	2%	2%	0.2	-1.3%	?	-4%	6%	3%

Of the compounds above, ten have four or more nitrogen atoms:
SMILES	S2 tox	EPAC2 agonist	A549 tox	IL2 activator	Nrf2 ARE act	Nrf2 inh	HepG2 tox	TGFb inhibitor	ATXN2 expr inh
CCC1=C(OC(=O)N(CC)CC)N2C(=O)OC(=NCCc3c[nH]c4ccccc34)[C@]2(C)[C@H]2C1=CC[C@H]1C(=O)NC(=O)[C@H]12	i	5%	0%	1.2	0.5%	1%	2%	0%	5%
Cc1ccc(Nc2nc(/N=C/N(C)C)n[nH]2)cc1C	i	15%	-2%	3.6	0.5%	12%	10%	-1%	113%[activator]
CCc1ccc(C2C(C#N)=C(N)C(C#N)(C#N)C3=CCC(C(C)(C)C)CC32)cc1 (centres undefined)	i	-24%	?	0.5	26%	?	-109%	?	-18%
Cc1c(/C(O)=C2\C(=O)C(=O)N(CCCN(C)C)C2c2ccccc2)cnn1-c1ccccc1 (centres undefined)	i	10%	1%	0.5	2.0%	-6%	-2%	4%	16%
CCn1c(COc2ccc(=O)n(-c3ccccc3)n2)nnc1SCC(=O)OC	i	2%	-1%	-3.0	0.3%	-1%	1%	12%	16%
CCN(CC)CCn1c(N)cc(=O)[nH]c1=O	i	13%	12%	-0.1	0.3%	-3%	-6%	-1%	7%
CN(C)c1ncnc2[nH]ncc12	i	-5%	4%	-0.4	-0.8%	4%	6%	0%	-14%
Cc1cc(C(=O)N2CCN(c3ncccn3)CC2)nn1C	i	-1%	-10%	0.6	0.1%	?	1%	-10%	-8%
Cn1nc(C(=O)NNC(=O)CCc2ccccc2Cl)c2ccccc2c1=O	i	3%	-1%	1.2	0.0%	12%	-17%	10%	7%
CC(C)Sc1nc2c(c(=O)n(C)c(=O)n2C)n1Cc1ccc(Cl)cc1	i	2%	2%	0.2	-1.3%	?	-4%	6%	3%
